Screening results as filed in PubChem BioAssay.
MBNL1-CUG inh: blocks human MBNL1 binding to CUG repeat RNA | AID 2675 | Q9NR56 | TR-FRET MBNL1-His/biotin-(CUG)12 binding, 665/545 ratio | Potency, µM (top dose mostly 57.5 µM), for the others: at the top dose activity change, negative = inhibition, actives largely listed as inhibitors | 280,000 compounds, 0.036% hits; active = well fitted inhibition curve with a large enough effect in the signal ratio, with a control signal flat, not every such curve was filed as active; inconclusive = small, poorly fitted or top-dose-only effect, or effect the other way, or a change in a side signal; inactive = no such curve, though single readings can be large or run the other way; the % refers to the signal ratio; note: potency is the fitted concentration of half-maximal effect; % is set by controls: 0 for no effect and ±100 for the full control effect
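MBNL1-His + Biotin-(CUG)12, cpd titration 92 nM–58 uM; Tb anti-His Ab 0.055 ng/ul, SA-XL665 5 nM (final); 60 min RT; ratiometric 665/545 nm, Ex 340 nm; normalized to buffer and full-complex controls.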
TSG101-PTAP inh: blocks PTAP/TSG101 interaction to inhibit HIV-1 budding. Fluorescence polarization, FITC-PTAP peptide / Tsg101 binding. Q99816. Potency, µM (top dose mostly 115 µM), inactives show top-dose activity change, negative = inhibition, most hits filed as inhibitors. 340,000 tested, under 10 active. AID 493005; active = well fitted inhibition curve with a large enough effect in the main read-out, with a control signal flat, not every such curve was filed as active; inconclusive = small, poorly fitted or top-dose-only effect, or effect the other way, or a change in a side signal; inactive = no such curve, though single readings can be large or run the other way; note: potency is the fitted concentration of half-maximal effect; % of control where 0% means no effect
Target sequence (Q99816 whole entry, looked up): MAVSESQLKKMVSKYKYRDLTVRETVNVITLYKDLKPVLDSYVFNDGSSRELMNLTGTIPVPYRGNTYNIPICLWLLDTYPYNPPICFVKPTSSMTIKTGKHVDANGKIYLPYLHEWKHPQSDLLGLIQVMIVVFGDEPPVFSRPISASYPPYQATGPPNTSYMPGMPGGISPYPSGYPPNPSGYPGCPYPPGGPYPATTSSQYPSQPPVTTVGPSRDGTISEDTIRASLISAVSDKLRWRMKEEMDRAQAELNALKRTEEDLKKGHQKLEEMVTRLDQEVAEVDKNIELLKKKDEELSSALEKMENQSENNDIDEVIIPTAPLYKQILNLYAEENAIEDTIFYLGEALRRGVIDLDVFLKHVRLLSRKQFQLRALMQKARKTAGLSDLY
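Compounds were pin-transferred onto Tsg101 binding domain (10 uM final) in HEPES pH 7.5 buffer, then FITC-PTAP peptide was added at 50 nM final. After 20 min at RT, polarization reported peptide displacement across a qHTS concentration series.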
a7 integrin act: integrin-mediated muscular dystrophy alleviation activation | alpha7betagal myoblasts, beta-gal FDG fluorescence, 48 h | Potency, µM (highest dose often 38.3 µM), for inactives: top-dose activation, hits mostly activators | 350,000 compounds, 0.064% hits | AID 624291;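 note: potency is the fitted concentration of half-maximal effect; 100% = response of the positive control SU9516; nearly all actives have a fitted effect of over 60% in size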
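Alpha7betagal+/- myoblasts (passage 13) were plated 16-24 hr, then exposed to compounds (1:260 dilution of DMSO stock) for 48 hours at 37C. After MPER lysis, β-galactosidase reporter activity was read as FDG fluorescence (ex 480/em 540) after 30 minutes.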
Mito fusion yeast: blocks mitochondrial division or promotes mitochondrial fusion; S. cerevisiae fusion-defective mutant growth rescue, CellTiterGlo 48 h; Potency, µM (highest dose often 46.1 µM), for the others: at the top dose growth rescue (activation), usual class: activators; 320,000 compounds, 0.23% hits;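 note: potency is the fitted concentration of half-maximal effect; % of control where 0% means no effect; nearly all actives have a fitted effect of over 45% in size; temperature-sensitive fusion mutants such as fzo1-1 at 37 °C on non-fermentable ethanol glycerol medium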
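Compounds are tested for their ability to restore growth of mitochondrial fusion-defective yeast strains at non-permissive 37C in YPEG medium over 48 hours. Viability is quantified by luciferase luminescence.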
S-ASM inh: inhibitors of human secretory acid sphingomyelinase. P17405. placental ASM, HMU-PC fluorogenic substrate, 60 min. Potency, µM (series often up to 57.5 µM), inactives show top-dose activity change, negative = inhibition, actives largely listed as inhibitors. 340,000 compounds, 0.006% hits; note: potency is the fitted concentration of half-maximal effect
Target sequence (P17405 47-631 limits assumed): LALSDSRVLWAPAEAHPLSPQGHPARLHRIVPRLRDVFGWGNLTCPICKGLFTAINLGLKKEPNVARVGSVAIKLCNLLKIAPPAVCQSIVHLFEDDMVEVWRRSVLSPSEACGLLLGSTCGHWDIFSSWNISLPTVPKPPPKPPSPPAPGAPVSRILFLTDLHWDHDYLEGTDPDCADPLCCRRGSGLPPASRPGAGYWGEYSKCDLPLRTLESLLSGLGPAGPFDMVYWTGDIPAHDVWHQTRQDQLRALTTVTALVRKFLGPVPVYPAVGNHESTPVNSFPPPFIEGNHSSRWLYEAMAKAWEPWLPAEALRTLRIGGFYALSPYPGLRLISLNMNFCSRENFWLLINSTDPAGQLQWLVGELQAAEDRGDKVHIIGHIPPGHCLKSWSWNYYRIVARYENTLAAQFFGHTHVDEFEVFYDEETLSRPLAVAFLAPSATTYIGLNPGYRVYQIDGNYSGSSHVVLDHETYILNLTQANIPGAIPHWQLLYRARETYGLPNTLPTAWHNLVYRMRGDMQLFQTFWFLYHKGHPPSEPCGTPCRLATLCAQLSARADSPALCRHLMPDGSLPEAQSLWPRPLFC
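Fluorogenic HMU-PC substrate (9 uM final) is turned over by placental ASM in 60 min at 37 C after a 10 min compound preincubation. Reaction ended by alkaline stop (pH 10), with fluorescence read at 386/447 nm.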
Menin-MLL TR inh: menin-MLL binding inhibition, Texas Red mutant peptide | Menin + Texas Red MLL mutant peptide, fluorescence polarization | 270,000 compounds, 0.23% hits | Potency, µM (highest dose often 61.6 µM), inactives show top-dose FP activity change, negative = inhibition, most hits filed as inhibitors | O00255 | AID 1768; active = well fitted inhibition curve with a large enough effect in the polarisation, with a control signal flat, not every such curve was filed as active; inconclusive = small, poorly fitted or top-dose-only effect, or effect the other way, or a change in a side signal; inactive = no such curve, though single readings can be large or run the other way; the % refers to the polarisation; note: potency is the fitted concentration of half-maximal effect; % of control where 0% means no effect; many of its hits are not listed in these tables
TSHR antagonist: blocks TSH signaling through the human TSH receptor; P16473; TSHR-expressing cells, TSH-stimulated cAMP HTRF, 2 h; hits give low values; activity change, negative = inhibition, % at 11.5 µM; 330,000 compounds, 0.2% hits;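 active = activity change below a set negative limit, meaning inhibition stronger than a set level, cut at about -70% in these data; inconclusive = activity change between two set negative limits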; note: % is set by controls: 0 for no effect and ±100 for the full control effect
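TSHR-expressing cells, 200/well, pre-treated with compound, then stimulated with EC80 TSH (4nM final) for 2 hours at 37 deg C. cAMP measured by competitive HTRF: anti-cAMP cryptate antibody in lysis buffer plus cAMP-d2, read after 30 minutes at room temperature.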
AT treatment: candidate therapy for ataxia-telangiectasia; […] A-T fibroblasts, KAP-1 phosphorylation AlphaLISA; neocarzinostatin DNA damage 30 min before lysis; Potency, µM (highest dose often 57.5 µM), without a hit: top-dose activation, actives largely listed as activators; 320,000 compounds, 0.19% hits; note: potency is the fitted concentration of half-maximal effect; % of control where 0% means no effect; nearly all actives have a fitted effect of over 45% in size
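ATM-like activity read as KAP-1 phosphorylation via AlphaLISA donor/acceptor antibody pairs after lysis and 6 hr at 25C. Cells were ATM-null patient fibroblasts ([…], hTERT), dosed 60 min, then exposed to the DSB inducer NCS for 30 min.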
MLL CXXC-DNA inh: inhibitors of human MLL CXXC domain-DNA interaction. Potency, µM (top dose mostly 115 µM), for inactives: at the top dose activity change, negative = inhibition, usual class: inhibitors. MLL-CXXC / FITC-HOXA9 DNA fluorescence polarization. Q03164. 290,000 compounds, 0.037% hits; active = well fitted inhibition curve with a large enough effect in the polarisation, with a control signal flat, not every such curve was filed as active; inconclusive = small, poorly fitted or top-dose-only effect, or effect the other way, or a change in a side signal; inactive = no such curve, though single readings can be large or run the other way; the % refers to the polarisation; note: potency is the fitted concentration of half-maximal effect
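Purified MLL-CXXC (added from a 7 uM solution) was preincubated 5 min at ambient with pinned compounds in 50 mM Tris-HCl pH 7.5, 50 mM NaCl, 1 mM DTT, 0.05% BSA. Fluorescein-labeled HOX-A9 DNA (50 nM solution) followed, 30 min, then polarization read.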
TCR activator: activators of T cell receptors; primary human leukocytes, anti-CD3, IL-2 HTRF, 48 h; Potency, µM (top dose mostly 9.22 µM), inactives show at the highest dose activation of IL-2 secretion, usual class: activators; 330,000 tested, under 10 active; AID 504894; note: % of control where 0% means no effect
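Human primary leukocytes + a-CD3 beads + cpd, 48 hr; IL-2 in supernatant by HTRF (ex 320nm / em 665nm). No co-stimulatory signal supplied.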
Numbers without * were called inactive; ? = inconclusive; . = not tested or not shown; & = joins results of further samples; [ ] = another dose, or the depositor's remark. Unless noted, calls come from the whole dose curve; as a rule, active = well fitted curve in the direction sought with a large enough effect; inconclusive = small, poorly fitted or top-dose-only effect, or another doubt; inactive = no such curve, though single readings can be large; an effect the other way counts as inactive or inconclusive. An excerpt; count on the stated rates, not on these rows.

Start of the data: the first four entries, to show the layout:
Values in the order – MBNL1-CUG inh, TSG101-PTAP inh, a7 integrin act, Mito fusion yeast, S-ASM inh, Menin-MLL TR inh, TSHR antagonist, AT treatment, MLL CXXC-DNA inh, TCR activator
> Fc1cccc(/C=N/N=C/c2cccc(F)c2)c1
  ., -2%, 40%, ?, 3%, -13%&-3%, -22&-10, 3%, 3%&-5%, -3%
> CCc1nnc(NC(=O)c2cc(-c3ccccn3)nc3ccccc23)s1
  14%, 1%, 19%, 8%, -8%, 5%, 2, 3%, 18%, -1%
> CCc1noc(C)c1C(=O)OCC(=O)c1ccc(OC)c(OC)c1
  ., -4%, 0%, -6%, -1%, ., 1, 4%, ., -6%
> COc1ccc(S(=O)(=O)N2CCCCC2)cc1NC(=O)CSc1ncnc2ccccc12
  142%[activator], 0%, 0%, 23%, -7%, 5%, 8, 3%, 13%, -8%[46.1 µM]

All compounds of this part, previewed entries included:
Values in the order – MBNL1-CUG inh, TSG101-PTAP inh, a7 integrin act, Mito fusion yeast, S-ASM inh, Menin-MLL TR inh, TSHR antagonist, AT treatment, MLL CXXC-DNA inh, TCR activator
> Fc1cccc(/C=N/N=C/c2cccc(F)c2)c1
  ., -2%, 40%, ?, 3%, -13%&-3%, -22&-10, 3%, 3%&-5%, -3%
> CCc1nnc(NC(=O)c2cc(-c3ccccn3)nc3ccccc23)s1
  14%, 1%, 19%, 8%, -8%, 5%, 2, 3%, 18%, -1%
> CCc1noc(C)c1C(=O)OCC(=O)c1ccc(OC)c(OC)c1
  ., -4%, 0%, -6%, -1%, ., 1, 4%, ., -6%
> COc1ccc(S(=O)(=O)N2CCCCC2)cc1NC(=O)CSc1ncnc2ccccc12
  142%[activator], 0%, 0%, 23%, -7%, 5%, 8, 3%, 13%, -8%[46.1 µM]
> O=C(NCc1ccncc1)NC12CC3CC(CC(C3)C1)C2
  ., -9%, -9%, 7%, -1%, -23%, 4, -8%, -2%, -3%
> Cc1ccc(/C=c2\sc3nc(-c4cccs4)nn3c2=O)o1
  13%, 2%, 8%, 4%, -6%, ?, 6, 1%, -6%, 2%
> COc1ccc(CNc2nc3nc(C)c(Cl)c(=O)n3[nH]2)cc1
  ., -2%, ?, 3%, 4%, ., -5, 5%, -2%, -4%
> Cc1ccc(C)c(CSc2nnc(C)c(=O)[nH]2)c1
  -4%, -4%, -11%, -2%, 3%, -3%, -15, -4%, 10%, -1%
> CS(=O)(=O)N(CC(=O)Nc1ccc(CC#N)cc1)c1ccc(C23CC4CC(CC(C4)C2)C3)cc1
  ?, -4%, -67%[inhibitor], 6%, ?, -5%, -6, 0%, 24%, 6%
> COc1ccccc1C1SCCN1C(=O)c1ccc([N+](=O)[O-])cc1 (centres undefined)
  ?, -1%, 42%, -6%, 0%, -6%, -1, 0%, 19%, 0%[46.1 µM]
> Cc1ccc2oc(-c3ccccc3C(=O)O)cc(=O)c2c1
  1%, -3%, 24%, 0%, 2%, 7%, -5, 2%, -2%, 5%
> CCN1CCN(CC(O)COC(c2ccccc2)c2ccccc2)CC1 (centres undefined)
  -2%, -1%, -10%, 1%, -2%, ?, -19, -8%, 4%, 0%
> CCOC(=O)C1=C(C)NC(=O)NC1c1ccc(Cl)cc1Cl (centres undefined)
  0%, -6%, 6%, 9%, 0%, -8%, 7, 0%, 16%, .
> COc1cc(NC(=O)OCc2ccccc2)c2ncccc2c1
  ., -8%, ?, ., -12%, ., ., ., ., 1%
> NC(=O)C1CCCN(C(=O)CCc2nnc(C3(c4ccc(Cl)cc4)CCC3)o2)C1 (centres undefined)
  -9%, -4%, -13%, -7%, 0%, ., -10, 4%, 11%, 1%
> C[C@H](OC(=O)c1[nH]cnc1C(=O)N1CCN(C(=O)OC(C)(C)C)CC1)c1ccccc1
  ., -2%, 3%, ., 5%, ., 3, 0%, ., 3%
> CN(C(=O)CN1C(=O)c2cccc(N)c2C1=O)C1CCCCC1
  ., -27%, -36%, 3%, ., ., 17, 28%, ., 7%
> Cc1ccc(-c2n[nH]c(=O)c3ccccc23)cc1S(N)(=O)=O
  -3%, 0%, 5%, 3%, -3%, 1%, -3, 3%, 0%, .
> O=C(NCc1cccnc1)c1cc(S(=O)(=O)N2CCOCC2)c(Cl)cc1Cl
  ., -9%, 12%, -1%, 3%, ., -4, -1%, ., -4%
> CC1CC(=O)N(CC(=O)NC2CCCCC2)c2ccccc2S1 (centres undefined)
  5%, 1%, -1%, -16%, 1%, -18%, -11, 3%, 7%, -2%
> CCCC(=O)C1=C(O)C(C(=O)OC)C(C)(C)CC1=NCc1ccccc1 (centres undefined)
  0%, -2%, 13%, 4%, -3%, -20%, -5, 7%, 2%, .
> Cc1cc(Cl)c(S(=O)(=O)N2CCCC2)cc1OCC(=O)NC1CCCCC1
  7%, -10%, -4%, -11%, 0%, ?, -29, 4%, 3%, -10%
> Cn1c(=O)c2c(nc(-n3ccnc3)n2C)n(C)c1=O
  -4%, -4%, -6%, 1%, 1%, -1%, -4, 6%, -5%, -2%
> COc1cc(OC)c2cc(C(=O)N[C@H](C(=O)N3CCC[C@H]3C(=O)O)C(C)C)n(C)c2c1
  -5%, 1%, 5%, -1%, 1%, -9%, -1, -1%, 7%, 11%
> COC(=O)c1c(NC(=O)CSc2nc3ccccc3c(=O)n2Cc2ccco2)sc(C)c1C
  -4%, 9%, 9%, 0%, -2%, -5%, -9, -1%, -1%, 1%[46.1 µM]
> Cc1cc(NC(=O)CSc2ccc3nnc(-c4cccs4)n3n2)no1
  15%, -3%, 4%, ?, 1%, -1%[11.7 µM], 15, 13%, -4%, -3%
> CCN(CC)c1ccc(NC(=O)c2ccc(NC(=O)C3CCCO3)cc2)c(C)c1 (centres undefined)
  6%, -6%, -1%, -10%, 3%, -8%, -11, 1%, 1%, 7%
> O=C(CSc1ncnc2c1oc1ccccc12)NCc1ccco1
  36%[activator], -7%, -19%, 3%, -6%, -17%, 26, 11%, -5%, .
> CCCCN(C(=O)CSCC(=O)Nc1cccc(C)c1)c1c(N)n(CCCC)c(=O)[nH]c1=O
  ., 3%, -3%, -3%, ., ., 12, 1%, ., 3%
> COc1ccc(-c2nc(SC(C)C(=O)c3c(N)n(C)c(=O)n(C)c3=O)n[nH]2)cc1 (centres undefined)
  ., -1%, -7%, -5%, 0%, ., -5, -1%, ., -1%
> Cc1ccc(N(C(C)C(=O)N2CCC(C)CC2)S(C)(=O)=O)cc1C (centres undefined)
  -7%, -6%, 41%, 3%, 6%, -9%, -5, -8%, 0%, -8%
> CCOc1cc(NC(=S)Nc2cccc(OC)c2)c(OCC)cc1NC(=O)C(C)C
  -2%, -1%, -41%, -4%, 0%, -1%, 6, -3%, -8%, 4%
> CC(=O)C1=C(O)C(=O)N(Cc2ccccc2)C1c1ccco1 (centres undefined)
  -6%, -4%, -21%, 6%, 2%, 13%, 3, 5%, -5%, -2%
> COc1ccc(CC(=O)Nc2cc(S(=O)(=O)N3CCOCC3)ccc2N2CCCC2)cc1OC
  ., -4%, 22%, ., 4%, ., -7, -11%, ., -6%[46.1 µM]
> Cc1ccc(S(=O)(=O)NC(C)(C)C)cc1C(=O)OC(C)C(=O)NC1CC1 (centres undefined)
  ., -2%, -4%, -2%, 4%, ., 1, -1%, ., -2%
> C=CCn1cc(CN2CCC(C(=O)Nc3cccc(-c4cccc(Cl)c4)c3)CC2)c(C)n1
  -7%, -7%, -49%, -17%, -13%, -12%, 4, -8%, 5%, 1%
> CC(C)CNC(=S)N(Cc1ccco1)Cc1cc2cc3c(cc2[nH]c1=O)OCCO3
  ., 2%, -13%, 3%, 3%, -7%, 0, 1%, -5%, 2%[46.1 µM]
> CCOc1ccc(OCC)c(NC(=O)C2CCCN(S(=O)(=O)c3c(C)n[nH]c3C)C2)c1 (centres undefined)
  -3%, 1%, -6%, 1%, 0%, 3%, -14, 0%, -17%, 11%
